FID counter: fluorescent intercalator displacement, NS3 helicase counter-screen; actives 0.17% (n = 290,000); DNA fluorescent intercalator displacement, fluorescence; inhibition, % at 7.9 µM; in the data active = inhibition above about 37%;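 note: 0% = vehicle and 100% = reference compound; higher means more ethidium bromide displaced from hairpin DNA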
MEKK3 PB1 HTS: MEKK3-MEK5 PB1 interaction, increase or decrease; Q99759; bead-based flow cytometry, Alexa488-MEK5 binding to MEKK3; actives lie on both sides; 0 = blocked by unlabeled MEK5, 100 = vehicle; binding response (% of control), % at 10 µM; actives 1.4% (n = 290,000);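 active = binding response more than 3 SD above or below the average of its plate-row segment, actives on both sides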;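 note: Alexa488 bead fluorescence after subtracting the streptavidin-only scavenger bead signal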
p-CIP stab down: p/CIP protein destabilization; Q05BA5; F442A p/CIP-EGFP cells, EGFP fluorescence, 16 h; decrease of EGFP signal, % at 10 µM; actives 0.01% (n = 290,000); AID 1984;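 active = EGFP signal decrease of at least 30% at 10 µM or well 3 SD below plate mean, unless failing retest; inactive = the rest, including hits failing retest or dose response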; note: some compounds called inactive have numbers as strong as hits; many of its hits are not listed in these tables
VIM-2 inhibitor: inhibitors of Pseudomonas aeruginosa VIM-2 metallo-beta-lactamase. purified VIM-2, nitrocefin hydrolysis, epi-absorbance fluorescence. inhibition, % at 5.6 µM. actives 0.89% (n = 290,000);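 active = inhibition above the mean of all tested compounds plus 3 SD, cutoff set per screening run, cut at about 7.5% in these data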;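 note: red hydrolysis product quenches plate fluorescence so inhibitors raise well fluorescence; 0% = enzyme with DMSO and 100% = DMSO without enzyme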
NS3 helicase inh: HCV NS3 helicase inhibition; NS3 helicase DNA unwinding, Cy5 molecular beacon fluorescence; actives 0.56% (n = 290,000); inhibition, % at 10.9 µM; AID 1800;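 active = inhibition above the mean of all tested compounds plus 3 SD, set per campaign, cut at about 35% in these data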;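 note: 0% = DMSO wells and 100% = thioflavine S control wells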
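System: NS3 helicase fragment of HCV / Schedule: 1 h at 25 °C / Control set: DMSO alone as 0% and 110 µM thioflavine S as 100% / Reagent: Cy5/quencher beacon DNA duplex and ATP to start / Technique: Cy5 fluorescence / Replication: singlicate / Evaluation: % inhibition of end-to-start signal ratio versus controls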
IDE act: IDE (human) activation, cell-based; HEK cells, FAbeta-B cleavage, fluorescence polarization; 0% vehicle, 100% cell-free pure enzyme wells; P14735; actives 0.073% (n = 340,000); activation, % at 5.96 µM; AID 493087;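 active = activation above the mean of all tested compounds plus 3 SD, set per screening campaign, cut at about 17% in these data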
Target sequence (P14735 whole entry, looked up): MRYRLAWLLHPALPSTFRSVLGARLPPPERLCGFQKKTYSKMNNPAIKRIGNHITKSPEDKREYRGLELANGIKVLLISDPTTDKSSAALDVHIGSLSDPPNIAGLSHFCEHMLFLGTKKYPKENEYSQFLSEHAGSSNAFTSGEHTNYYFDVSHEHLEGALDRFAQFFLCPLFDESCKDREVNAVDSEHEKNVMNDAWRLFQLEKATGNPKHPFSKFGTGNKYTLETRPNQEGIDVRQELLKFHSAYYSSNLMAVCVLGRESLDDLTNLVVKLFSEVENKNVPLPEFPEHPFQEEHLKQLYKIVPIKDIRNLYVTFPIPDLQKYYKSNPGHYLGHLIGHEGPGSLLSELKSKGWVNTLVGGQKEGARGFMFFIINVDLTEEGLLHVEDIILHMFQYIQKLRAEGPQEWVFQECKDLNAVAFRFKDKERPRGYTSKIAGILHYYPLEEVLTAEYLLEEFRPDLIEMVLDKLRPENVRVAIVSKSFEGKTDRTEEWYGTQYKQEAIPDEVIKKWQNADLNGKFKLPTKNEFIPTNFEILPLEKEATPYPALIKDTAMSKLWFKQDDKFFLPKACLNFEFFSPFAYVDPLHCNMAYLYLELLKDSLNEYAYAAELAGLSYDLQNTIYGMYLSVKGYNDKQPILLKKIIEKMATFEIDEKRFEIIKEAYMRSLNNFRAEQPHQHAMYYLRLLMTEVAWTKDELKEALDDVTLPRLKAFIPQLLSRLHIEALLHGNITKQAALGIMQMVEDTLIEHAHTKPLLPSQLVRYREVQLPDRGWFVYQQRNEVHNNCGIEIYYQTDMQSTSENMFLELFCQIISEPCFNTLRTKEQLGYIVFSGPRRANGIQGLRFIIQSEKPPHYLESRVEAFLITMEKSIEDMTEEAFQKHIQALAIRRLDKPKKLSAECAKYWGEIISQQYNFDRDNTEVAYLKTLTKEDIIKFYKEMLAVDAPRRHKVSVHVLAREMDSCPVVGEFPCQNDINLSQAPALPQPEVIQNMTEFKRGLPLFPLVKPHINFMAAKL
PHOSPHO1 block: inhibitors of human PHOSPHO1 phosphatase. recombinant PHOSPHO1, absorbance phosphatase assay. inhibition, % at 13.3 µM. AID 1565. actives 1.1% (n = 290,000); in the data active = inhibition above about 60%
IMP-1 inh: inhibitors of Pseudomonas aeruginosa IMP-1 metallo-beta-lactamase. inhibition, % at 5.6 µM. purified IMP-1, nitrocefin hydrolysis, epi-absorbance fluorescence. actives 0.45% (n = 290,000);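 active = inhibition above the mean plus 3 SD of all compounds in the same screening run, cut at about 4.5% in these data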;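 note: 0% = IMP-1 with DMSO and 100% = DMSO wells lacking enzyme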
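assay system = purified recombinant IMP-1 metallo-beta-lactamase enzyme | schedule = 15 min preincubation plus 25 min reaction at 25 °C | signal = Epi-absorbance fluorescence, 480 nm excitation, 530 nm emission | read-out basis = percent inhibition from optical density relative to buffer-blank wells | controls = IMP-1 with DMSO as 0%, enzyme-free DMSO as 100%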
SUMO HTRF inh: blocks human SUMOylation mediated by UBC9; P63279; HTRF SUMOylation assay, SAE1/SAE2 + UBC9, in vitro; inhibition, % at 35 µM; actives 0.36% (n = 290,000); in the data active = inhibition above about 50%, passing the limit was not always enough; note: strong numbers were not always called active
Numbers without * were called inactive; . = no result given; [ ] = remark or other dose.

SMILES	FID counter	MEKK3 PB1 HTS	p-CIP stab down	VIM-2 inhibitor	NS3 helicase inh	IDE act	PHOSPHO1 block	IMP-1 inh	SUMO HTRF inh
CN1CCN(NC(=O)c2ccc(Br)c(S(=O)(=O)N3CCOCC3)c2)CC1	3	88	-13	-0.4	-10	-3	-12	0.0	11
CC(C)N(C(C)C)S(=O)(=O)c1ccc(N2CCc3ccccc3C2)nc1	-16	97	4	1.8	-5	7	16	-2.8	-7
COc1ccc(Cl)cc1NC(=O)CCc1nnc2ccc(N3CCC4(CC3)OCCO4)nn12	-39	92	-16	-2.0	4	4	18	-4.6	7
COc1cc2cnncc2cc1OC	-1	84	-17	-0.7	19	3	-13	0.2	-16
Cc1ccc(S(=O)(=O)Nc2cnn(-c3ccccc3)c(=O)c2Cl)cc1	-29	104	-2	-1.9	17	-1	-6	-2.5	11
COc1ccc(CCC(=O)Nc2sccc2C#N)cc1	-7	95	-34	-2.9	-5	.	6	-1.9	14
Cc1cccc(NS(=O)(=O)c2ccc(C3CCCCC3)cc2)n1	-23	105	-14	-1.3	1	-6	-15	-3.8	1
O=C(O)CC(Cc1ccc(Cl)cc1)C(=O)Nc1ccccc1 (stereo not given)	-12	101	6	0.9	24	2	44	-0.6	4
CN(C)S(=O)(=O)c1cc(NC(=O)CSc2ncc(C(F)(F)F)cc2Cl)ccc1Cl	-4	102	-21	-3.4	3	-1	3	-1.9	-40
COc1ccccc1C(=O)N/C(=C\c1ccccc1)C(=O)NCc1ccco1	-24	100	-22	-1.2	23	4	19	-1.1	6
Cc1c(NC(=O)CN2CCN(C(=O)c3ccco3)CC2)c(=O)n(-c2ccccc2)n1C	-3	97	-7	-2.1	5	0	4	-2.9	4
COC(=O)c1ccc(OC(=O)c2cccnc2)cc1	1	128*	2	-2.5	4	6	-8	-3.4	-3
O=C(CC(=O)Nc1ccccc1C(=O)O)NNC(=O)Cc1ccccc1	4	54	-18	0.4	8	3	8	-1.4	17
Cc1nc(Sc2ccc(Cl)cc2)c(C#N)c(C)c1[N+](=O)[O-]	-7	99	-16	-0.6	22	4	39	-0.7	-7
COC(CNC(=O)c1ccc2c(c1)nc(C)n2-c1cccc(C)c1)OC	-28	98	-15	0.3	4	5	7	-2.4	10
O=[N+]([O-])c1ccc(Nc2nc(NC3CCCCC3)nc(N3CCCC3)n2)cc1	-3	99	-1	-1.6	-82	3	-10	-5.3	-25
CCOC(=O)c1c(-c2ccccc2)oc2ccc(OCC(N)=O)cc12	-33	104	-8	1.0	0	-2	41	-4.0	16
C=CCNC(=O)/C=C/c1cccs1	-1	135*	-20	-1.0	12	2	27	-3.0	24
CCCCC(C(=O)OCC(=O)c1ccc(OC)cc1)N1C(=O)c2ccccc2C1=O (stereo not given)	-22	97	-10	-3.6	-13	1	-1	-3.3	-9
Nn1c(SCC(=O)Nc2ccc3c(c2)OCO3)nnc1-c1cccc(Cl)c1	-1	100	-3	-1.5	-4	-3	21	-3.8	11
Cc1ccc(C)c(SCC(=O)NCc2ccco2)c1	-20	104	-21	-2.9	10	2	-14	-2.2	-20
CS/C(N)=N/N=C/c1c(O)ccc2ccccc12	3	133*	7	-4.3	-2	2	68*	-3.7	2
CCOC(=O)C1CCN(CC(=O)Nc2cc(S(=O)(=O)N3CCOCC3)ccc2C)CC1	-8	99	6	-0.7	-6	8	4	-4.5	9
CCCOc1ccc(-c2nnc(N)s2)cc1	2	119	0	-4.1	-4	-5	16	-2.2	13
Cc1cc([N+](=O)[O-])nn1CCCC(=O)N1CCN(c2ccc(F)cc2)CC1	-15	107	1	-2.1	-12	2	3	-0.3	-1
Cc1ccccc1OCCNCC(C)O (stereo not given)	14	98	8	-1.9	-4	5	24	-1.6	1
Cc1nnc(Nc2ccc(C(=O)NCCO)cc2)c2ccccc12	-5	84	-10	1.4	-4	-1	-12	0.5	23
O=c1c(=NNc2ccccc2Cl)c(=O)c2ccccc12	4	77*[inhibitor]	4	-4.2	-1	-2	34	-1.2	-6
COc1cccc(C(=O)OCC(=O)c2c[nH]c3ccccc23)c1O	3	100	-6	3.3	-17	-1	20	0.5	-1
Cc1ccccc1C(=O)NC(CC(C)C)C(=O)N1CCN(c2ccccc2)CC1 (stereo not given)	-30	101	-3	-2.0	-5	-1	31	-1.5	-7
COc1ccc(N2C(=NC(=O)CCC3CCCC3)SC3CS(=O)(=O)CC32)cc1 (stereo not given)	-10	101	5	0.2	-7	4	24	0.2	9
CS(=O)(=O)CCC(C(=O)O)N1C(=O)c2ccc(Oc3ccc(Cl)cc3)cc2C1=O (stereo not given)	-22	103	-17	-1.5	11	4	28	-2.9	22
Cc1ccc(C(C(=O)NCC2CCCO2)N(Cc2ccccc2F)C(=O)Cn2nnc(-c3cccs3)n2)cc1 (stereo not given)	-25	98	-4	-4.1	-2	2	7	-5.2	26
Cc1cc(C)c(-c2c(O)c3cccc4c3n(c2=O)CCC4)c(C)c1	-26	97	4	-1.6	40*	1	-11	-4.6	3
O=[N+]([O-])c1ccccc1NC(=S)N/N=C/c1ccc(O)c(O)c1	9	105	-6	2.0	13	2	-58	-3.0	6
O=C1C2C3C=CC(C3)C2C(=O)N1c1ccccc1 (stereo not given)	5	97	-66	-1.1	0	2	-30	-0.4	-7
Cc1cc(=O)n2nc(-c3ccc(C(F)(F)F)cc3)sc2n1	0	106	2	-3.9	7	4	6	-5.0	1
O=C(Cn1nnc(-c2ccc(F)cc2)n1)Nc1ccc2c(c1)OCCO2	1	105	-25	-1.2	3	6	17	-0.9	14
CCOC(=O)c1c(NC(=O)CSc2nnc(C)s2)sc2c1CCC(C)C2 (stereo not given)	-3	99	1	-1.7	-3	3	-2	-0.5	20
COc1nc2ccc(C)cc2cc1-c1noc(-c2ccccc2)n1	0	90	-2	1.8	2	9	4	-0.8	-13
CCCC(C)NC(=O)c1ccc(OCc2ccc(Cl)cc2)c(OC)c1 (stereo not given)	-11	117	16	-1.4	-1	5	-12	-1.9	-8
CN1CCC(NC(=S)NC2CC2)CC1	0	101	1	-2.5	8	8	-8	-1.4	2
NS(=O)(=O)c1ccc(CCNC(=O)C(=O)NCC2OCCN2S(=O)(=O)c2cccs2)cc1 (stereo not given)	-7	104	-4	0.7	2	4	43	0.9	10
O=C(CCc1c[nH]c2ccccc12)N/N=C/c1ccc2c(c1)OCO2	-4	81	-4	1.0	-9	3	39	0.1	11
CC(C)Cc1nnc(NC(=O)CCC(=O)N2CCN(c3ccc(F)cc3)CC2)s1	-58	101	7	-5.9	-2	3	20	-1.5	-4
S=c1[nH]nc(-c2ccc(Cl)cc2)n1/N=C/C=C/c1ccco1	-13	113	0	-3.3	27	.	36	-3.1	.
CC(=O)c1ccc(NC(=O)CSc2nc(N3CCOCC3)nc(N3CCOCC3)n2)cc1	-24	97	-5	0.1	-1	-19	18	-1.7	4
O=C(Cn1ncn2cccc2c1=O)N1CCCCC1	1	102	-4	-1.7	1	1	10	-0.9	6
CSc1nc2[nH]c3c(c2c2ncnn12)CCCC3	-4	104	3	11*	-2	0	-7	-1.7	-4
FC(F)(F)c1cc(Oc2ccccc2)nc(-c2ccccn2)n1	-14	105	2	-3.5	12	1	48	-0.7	-18
Cc1ccc(NC(=S)NNC(=O)c2ccc(N3CCOCC3)c([N+](=O)[O-])c2)cc1Cl	-12	99	1	-2.6	0	5	8	-4.0	-61
Cc1cc(C(=O)NCc2ccc3c(c2)OCO3)ccc1[N+](=O)[O-]	1	92	-5	2.2	-2	4	19	1.4	2
O=C(N/N=C/c1cc(O)ccc1Br)c1cccnc1	-5	108	-4	-0.6	18	-5	24	-3.8	12
CCOCCCNC(=O)CCC(=O)NNc1nc2ccccc2c2nc(-c3ccccc3)nn12	-4	104	-2	-3.4	-6	-3	-7	-4.0	-19
O=C(NCc1cccnc1)c1ccc2c(=O)n(CCCN3CCCC3=O)c(=S)[nH]c2c1	-23	85	0	-2.8	-2	5	26	-2.7	26
CCOCCCNC(=O)c1cc2c(-c3ccc(Cl)cc3)nn(C)c2s1	-23	116	2	-4.1	-7	0	-21	-2.4	3
CCOC(=O)C1=C(C)N=c2s/c(=C\c3ccc(OC(C)=O)cc3)c(=O)n2C1/C=C/c1ccccc1 (stereo not given)	1	95	-14	-1.6	3	-32	-8	1.1	-12

In the list so far, these have a Cl atom.
SMILES	FID counter	MEKK3 PB1 HTS	p-CIP stab down	VIM-2 inhibitor	NS3 helicase inh	IDE act	PHOSPHO1 block	IMP-1 inh	SUMO HTRF inh
COc1ccc(Cl)cc1NC(=O)CCc1nnc2ccc(N3CCC4(CC3)OCCO4)nn12	-39	92	-16	-2.0	4	4	18	-4.6	7
Cc1ccc(S(=O)(=O)Nc2cnn(-c3ccccc3)c(=O)c2Cl)cc1	-29	104	-2	-1.9	17	-1	-6	-2.5	11
O=C(O)CC(Cc1ccc(Cl)cc1)C(=O)Nc1ccccc1 (stereo not given)	-12	101	6	0.9	24	2	44	-0.6	4
CN(C)S(=O)(=O)c1cc(NC(=O)CSc2ncc(C(F)(F)F)cc2Cl)ccc1Cl	-4	102	-21	-3.4	3	-1	3	-1.9	-40
Cc1nc(Sc2ccc(Cl)cc2)c(C#N)c(C)c1[N+](=O)[O-]	-7	99	-16	-0.6	22	4	39	-0.7	-7
Nn1c(SCC(=O)Nc2ccc3c(c2)OCO3)nnc1-c1cccc(Cl)c1	-1	100	-3	-1.5	-4	-3	21	-3.8	11
O=c1c(=NNc2ccccc2Cl)c(=O)c2ccccc12	4	77*[inhibitor]	4	-4.2	-1	-2	34	-1.2	-6
CS(=O)(=O)CCC(C(=O)O)N1C(=O)c2ccc(Oc3ccc(Cl)cc3)cc2C1=O (stereo not given)	-22	103	-17	-1.5	11	4	28	-2.9	22
CCCC(C)NC(=O)c1ccc(OCc2ccc(Cl)cc2)c(OC)c1 (stereo not given)	-11	117	16	-1.4	-1	5	-12	-1.9	-8
S=c1[nH]nc(-c2ccc(Cl)cc2)n1/N=C/C=C/c1ccco1	-13	113	0	-3.3	27	.	36	-3.1	.
Cc1ccc(NC(=S)NNC(=O)c2ccc(N3CCOCC3)c([N+](=O)[O-])c2)cc1Cl	-12	99	1	-2.6	0	5	8	-4.0	-61
CCOCCCNC(=O)c1cc2c(-c3ccc(Cl)cc3)nn(C)c2s1	-23	116	2	-4.1	-7	0	-21	-2.4	3

Screening data as filed in PubChem.

A portion of the library; the hit share may differ from the screen's.
